Screening results from PubChem BioAssay.
Growth percent in the NCI-60 one-dose screen (48 h, 10 µM unless noted): 100 = growth as untreated, 0 = no growth, -100 = all killed.
NCI-H322M – NCI-H322M lung cancer. AID 1794733. 80,000 tested, 2.7% active
NCI/ADR-RES – NCI/ADR-RES ovarian cells; 81,000 tested, 4.4% active; AID 1794790
NCI-H522 – NCI-H522 lung cancer | 78,000 tested, 8% active | AID 1794739
HCT-116 – HCT-116 colon cancer. 82,000 tested, 7.3% active. AID 1794798
NCI-H226 – NCI-H226 lung cancer; AID 1794732; 79,000 tested, 3.5% active
NCI-H23 – NCI-H23 lung cancer; 80,000 tested, 4% active; AID 1794731
HCT-15 – HCT-15 colon cancer | 82,000 tested, 5.2% active | AID 1794746
NCI-H460 – NCI-H460 lung cancer; 82,000 tested, 6.8% active
COLO 205 – COLO 205 colon cancer | 79,000 tested, 7.3% active
An asterisk follows results filed as active; / = no result given; & = joins results of further samples. How the source made its calls: active means growth percent below 10; inactive means the rest.

SMILES	NCI-H322M	NCI/ADR-RES	NCI-H522	HCT-116	NCI-H226	NCI-H23	HCT-15	NCI-H460	COLO 205
Cc1nc2cc(Nc3nc(Nc4ccc(F)cc4)nc(Nc4ccc(F)cc4)n3)ccc2n1Cc1ccccc1	/	89.4	85.8	87.8	86.2	/	89.3	101.1	97.2
CCOc1ccc2nc(N(Cc3ccc(C(C)C)cc3)C(=O)CC)sc2c1	89.3	87.9	84.4	81.3	75.3	100.3	83.6	108.3	103.9
CC(=O)N1N=C(CCC(=O)c2nc3ccc([N+](=O)[O-])cc3[nH]2)OC1c1ccc(O)cc1 (stereo not given)	99.0	99.9	51.3	/	100.8	93.2	97.1	102.6	92.3
COC(=O)c1ccc(F)cc1	103.0	100.1	91.6	93.8	108.1	106.0	125.2	111.4	113.3
CCN(CC)c1ccc2cc(C(Nc3ccc4c(c3)OCO4)c3nnnn3C(C)(C)C)c(=O)oc2c1 (stereo not given)	109.4	98.7	84.7	45.7	94.9	98.0	103.7	101.9	124.3
COc1ccc(-n2c(-c3ccccc3)c(-c3ccccc3)c3c(SCC(=O)NN)ncnc32)cc1	84.8	107.4	70.3	82.6	77.8	92.1	90.5	94.1	86.7
CC1=N/C(=C/c2ccccc2)C(=O)O1	106.6	99.4	106.9	99.9	98.0	104.1	98.8	104.8	111.0
COc1ccc(-c2nsc3c2NC(=O)CC3c2ccc3c(c2)OCO3)cc1 (stereo not given)	43.9	13.9	-30.1*	28.6	68.4	35.1	29.4	19.1	-14.4*
O=C1CCc2ccc(OCc3cn(Cc4ccccc4Cn4cc(COc5ccc6c(c5)NC(=O)CC6)nn4)nn3)cc2N1	105.2	114.8	80.8	111.6	108.5	/	103.1	111.0	116.5
CC(=O)Nc1nc2c(s1)Nc1cc(C)c(C)cc1NC2=O	103.4	106.4	80.1	110.0	106.9	96.3	97.9	101.6	105.9
CCOC(=O)/C=C1/S/C(=N\N=C\c2ccc(OS(=O)(=O)C(F)(F)C(F)(F)C(F)(F)C(F)(F)C(F)C(F)(F)F)cc2)N(c2ccccc2)C1=O (stereo not given)	111.9	108.7	96.7	108.8	95.4	97.7	101.2	102.0	115.8
NNCc1ccccc1Cl	134.0	103.9	101.3	103.2	104.4	99.6	111.5	103.4	108.0
O=S(=O)(NCCCNc1nccc(-c2[nH]c(-c3ccccc3)nc2-c2ccc(Cl)c(O)c2)n1)c1ccc(Br)cc1	58.4	42.6	26.6	14.5	38.3	46.1	13.9	22.3	81.3
CC(C)(C)c1ccccc1[N+](=O)[O-]	100.7	101.7	88.6	74.1	100.6	96.3	100.3	106.9	108.8
OC(CSc1ccccc1)CN1CCN(c2ccccc2)CC1 (stereo not given)	101.9&111.6	91.7&101.8	105.7&101.0	117.8&104.5	95.6&97.0	94.2&97.6	103.8&111.4	104.8&109.4	113.8&107.8
O=C(O)c1ccccc1CC(CCc1ccccc1)C(=O)O (stereo not given)	130.3	100.7	/	98.4	98.0	95.3	99.0	100.8	97.9
N#CSCC(=O)c1ccc2ccccc2c1	107.7	102.5	112.3	107.7	111.6	103.8	124.2	102.7	106.9
Cc1ccc(Cc2ccccc2C(=O)O)cc1	102.8	110.2	96.2	103.5	104.4	102.5	108.8	104.4	113.5
OC(c1ccccc1)C1(c2ccccc2)CCN(Cc2ccccc2)CC1 (stereo not given)	100.0	90.9	/	86.2	96.4	103.1	103.9	103.3	97.9
Cn1cc(-c2nc(N)nnc2-c2c[nH]c3ccccc23)c2cc(Br)ccc21	41.9	20.2	-2.3*	20.3	60.3	17.0	24.5	12.6	9.5*

Gathered by group, the compounds so far with an aryl thioether with sulfur outside any ring
SMILES	NCI-H322M	NCI/ADR-RES	NCI-H522	HCT-116	NCI-H226	NCI-H23	HCT-15	NCI-H460	COLO 205
COc1ccc(-n2c(-c3ccccc3)c(-c3ccccc3)c3c(SCC(=O)NN)ncnc32)cc1	84.8	107.4	70.3	82.6	77.8	92.1	90.5	94.1	86.7
OC(CSc1ccccc1)CN1CCN(c2ccccc2)CC1 (stereo not given)	101.9&111.6	91.7&101.8	105.7&101.0	117.8&104.5	95.6&97.0	94.2&97.6	103.8&111.4	104.8&109.4	113.8&107.8

(list continues)
SMILES	NCI-H322M	NCI/ADR-RES	NCI-H522	HCT-116	NCI-H226	NCI-H23	HCT-15	NCI-H460	COLO 205
CCN1CCN(c2nc(NNC(=O)c3ccccc3)nc(N3CCN(C(c4ccccc4)c4ccccc4)CC3)n2)CC1	90.3	79.0	65.8	20.2	73.0	67.5	25.7	3.3*	-57.0*
O=C1/C(=C/c2ccc(F)cc2)CCc2ccccc21	104.9	108.1	73.0	102.1	100.4	101.7	99.5	105.0	112.3
O=[N+]([O-])c1ccc2c(c1)CCC2	117.8	111.2	94.1	104.4	113.6	104.5	114.5	109.1	103.6
C#CCOc1ncnc2sc3c(c12)CCN(C(=O)OCC)C3	108.4	103.0	86.9	103.8	104.1	102.5	110.5	104.3	/
C=CCn1c(SCC(=O)Nc2cccc(C(=O)/C=C/c3ccc(C)cc3)c2)nc2ccccc2c1=O	92.1	84.5	83.8	13.7	92.6	81.3	62.0	94.8	109.0
CCCc1c(C)nc2scc(-c3ccccc3)n2c1=O	98.2	103.0	89.7	106.1	102.7	98.2	102.9	108.1	102.6
CC12CCCCC1C(C(N)=O)C(=O)O2 (stereo not given)	103.9	102.1	107.5	111.5	117.7	101.2	106.0	109.9	111.9
Oc1cccc2c1CCCC2O (stereo not given)	103.7	105.9	106.3	98.9	106.1	104.2	98.6	102.6	105.3
CN(C)c1cn2c(CN3CCOCC3)nc3ccccc3c2n1	96.7	103.6	110.2	92.6	88.5	94.3	98.4	118.4	110.8
CC(=O)c1ccc(N=Nc2c(N)nc(N)nc2N)cc1	89.4	102.3	84.2	106.0	107.4	100.0	106.2	107.7	110.1
CC12CC[C@@H]3[C@]4(C)COC(c5cc(F)cc(F)c5)O[C@@H]4CC[C@@]3(C)[C@@H]1CC(C1=CCOC1=O)O2 (stereo not given in full)	75.2	57.4	46.2	32.4	62.3	60.8	71.2	77.1	70.2
COc1ccc(-c2nc3ccc(C(=O)NN4C(=O)c5ccc([N+](=O)[O-])cc5C4=O)cc3[nH]2)cc1	96.1	101.9	88.6	102.5	79.9	98.0	95.9	100.0	105.3
COc1cc(-c2nc(SCC(=O)Nc3nc4ccc(C)cc4s3)[nH]c(=O)c2C#N)ccc1O	98.2	98.4	101.7	103.2	98.4	96.2	104.4	107.0	113.0
CN(C)CCCN1c2ccccc2S(=O)c2ccc(Cl)cc21 (stereo not given)	91.5	94.6	96.8	99.9	101.4	95.6	94.9	105.7	104.7
CC1(C)CCc2cc(-c3ccn(S(=O)(=O)c4cccc(C(F)(F)F)c4)n3)ccc2O1	106.6	89.0	87.1	74.2	90.5	81.5	89.3	90.0	123.8
Cn1cc(-c2nc(-c3cccnc3)cs2)c2ccccc21	/	97.4	74.5	78.6	88.7	94.2	89.8	97.3	103.9
O=C1NC(=S)S/C1=C\c1ccncc1	109.6	105.5	89.2	91.4	100.5	109.4	102.6	108.7	94.9
Clc1ccc(SSc2ccc(Cl)cc2)cc1	108.1&95.6	81.8&99.2	81.8&87.9	71.0&95.9	79.5&104.0	85.5&94.1	92.4&98.8	79.5&98.1	112.7&99.6
Nc1cccc(CC(=O)Nc2ccccc2)c1	94.3	107.6	90.9	97.2	98.9	110.3	95.6	113.3	/
CC1=CC(=O)C2=C(C)CC(OC(=O)CCc3ccccc3)[C@@H]3[C@H](OC(=O)[C@@H]3C)[C@@H]12 (stereo not given in full)	96.8	98.2	77.4	69.2	97.9	95.4	81.7	103.4	95.2

Looked up by structure from above:
SMILES	NCI-H322M	NCI/ADR-RES	NCI-H522	HCT-116	NCI-H226	NCI-H23	HCT-15	NCI-H460	COLO 205
CC(=O)c1ccc(N=Nc2c(N)nc(N)nc2N)cc1	89.4	102.3	84.2	106.0	107.4	100.0	106.2	107.7	110.1
COc1cc(-c2nc(SCC(=O)Nc3nc4ccc(C)cc4s3)[nH]c(=O)c2C#N)ccc1O	98.2	98.4	101.7	103.2	98.4	96.2	104.4	107.0	113.0
Clc1ccc(SSc2ccc(Cl)cc2)cc1	108.1&95.6	81.8&99.2	81.8&87.9	71.0&95.9	79.5&104.0	85.5&94.1	92.4&98.8	79.5&98.1	112.7&99.6
Nc1cccc(CC(=O)Nc2ccccc2)c1	94.3	107.6	90.9	97.2	98.9	110.3	95.6	113.3	/

Other results follow.
SMILES	NCI-H322M	NCI/ADR-RES	NCI-H522	HCT-116	NCI-H226	NCI-H23	HCT-15	NCI-H460	COLO 205
COC(=O)[C@@H](Cc1c[nH]c2ccccc12)NC(=O)[C@H](Cc1ccccc1)NCc1ccncc1	92.8	99.9	73.5	87.4	94.1	97.4	110.0	103.7	106.6
N#Cc1cnc2cc(OC[C@@H](O)CO)c(NC(=O)C3CCCC3)cc2c1Nc1ccc(OCc2cccc(F)c2)c(Cl)c1	35.7	63.3	-58.5*	-32.2*	38.5	13.6	29.4	0.5*	49.6
CCCCCCCCCCCCCC1=NC(C)(C)CN1C(C)C	55.3	-12.4*	-61.7*	-72.6*	2.6*	-4.9*	-65.1*	-52.2*	-62.9*
CCNC(=O)Oc1ccc(/C(=C(/C)Cc2ccc(OC)cc2)c2ccc(OCCN3CCCCC3)cc2)cc1	89.2	85.1	72.8	49.2	86.5	87.7	38.9	35.7	20.9
O=C=Nc1cc(Cl)ccc1Cl	107.9	116.2	/	102.5	101.0	102.3	102.7	109.1	108.2
O=C(O)c1ccc(-n2cc(CNc3ccc(OC(F)(F)F)c(C(F)(F)F)c3)c(-c3ccc(F)cc3)n2)cc1	94.1	99.8	86.7	93.4	105.0	93.0	86.1	106.6	129.9
O=C1/C(=C/c2cccs2)CCc2ccccc21	112.2	95.6	110.8	100.2	87.1	94.8	106.5	101.6	119.6
COc1ccc(-c2cc(-c3ccc(OC)cc3)nc(NCCCNc3ccnc4cc(Cl)ccc34)n2)cc1	98.4	71.7	87.4	-84.9*	70.5	81.3	-77.0*	-39.5*	2.4*
OCCOc1ccc(OCCO)cc1	98.5	109.3	100.6	97.5	94.8	97.9	101.1	105.6	120.1
CC1=C(C)C(=O)OC1=O	98.6	99.3	96.8	97.4	96.9	114.6	98.7	102.5	119.1
Nc1cc(Cl)cc2c1-c1ccc(Cl)cc1C2O (stereo not given)	92.7	99.1	89.6	98.6	93.2	97.9	94.6	100.9	104.8
COc1ccc(C2=C(C#N)C(=O)N3C(=S)N(c4ccccc4)C(=O)C23)cc1 (stereo not given)	103.6	104.8	94.2	100.5	86.1	99.5	110.0	105.3	121.0
O=C(Nc1cc(-c2ccccc2)nn1-c1ccccc1)c1ccc(Cl)cc1	100.3	90.2	95.5	88.6	86.4	105.6	92.0	102.8	107.0
O=C(Nc1cccc(C(F)(F)F)c1)C1=NCCCCN1	96.7	98.7	91.5	100.3	97.0	99.9	101.4	103.2	115.1
CCOc1ccc2nc(C)cc(Nc3ccc(S(=O)(=O)Nc4cc(C)on4)cc3)c2c1	92.1	100.6	95.5	97.5	86.7	103.7	102.0	114.5	106.7
Cc1ccc(NC(=O)N/N=C/c2cc3ccccc3n3nnnc23)cc1	91.7	96.6	91.8	98.5	100.7	97.1	92.6	88.6	102.6
O=C(O)c1ccc(C(=O)O)o1	101.7	99.8	91.0	103.8	109.8	99.9	100.2	109.9	113.6
COC(=O)Cn1c(-c2ccc(C)cc2)nc2cc3nc4ccccc4nc3cc21	89.1	90.5	74.0	91.9	92.3	73.9	99.1	95.3	87.0
Cc1cn(C2CC(O)C(COP(=O)(O)O)O2)c(=O)[nH]c1=O (stereo not given)	104.1	105.1	81.0	106.0	104.0	103.7	165.1	109.7	117.8
O=C1NC(=NCc2ccccc2)NC1(c1ccccc1)c1ccccc1	110.3	111.1	/	94.3	104.6	102.0	107.5	112.6	105.1
C=CC(=O)OCCOCCCC	105.8	99.2	/	101.7	103.5	100.9	102.2	105.3	107.4
O=C1NC(=O)/C(=C\c2cccc(O)c2)N1	106.2	101.3	/	107.3	100.3	96.9	105.8	105.6	112.2
COc1cc(/C=C/c2nnc(-c3cc(-c4ccc(C)c(C)c4)n[nH]3)o2)cc(OC)c1OC	88.2	81.5	/	63.4	99.6	76.9	91.7	95.5	86.0
CC(C)(C)c1ccc(CC(=O)Nc2sc3c(c2C(N)=O)CCC(=O)C3)cc1	44.0	3.5*	-49.3*	5.7*	11.4	7.3*	-19.5*	6.8*	-34.4*
O=C(Nc1ccccc1C(=O)O)/C(Cl)=C/c1ccc(Cl)cc1Cl	95.9	106.6	91.4	100.5	84.7	101.4	83.4	101.9	112.2
Cc1cc2c(-c3nc4ccccc4n3C)c(O)c(O)cc2c(O)c1-c1c(C)cc2c(-c3nc4ccccc4n3C)c(O)c(O)cc2c1O	73.0	101.8	41.4	7.4*	68.1	24.7	78.9	7.3*	4.1*
CCCCCCN(CCCCCC)C(=O)C(C)O (stereo not given)	111.3	106.7	95.8	98.4	/	107.4	106.2	103.8	107.3
